Rad51 HR inh: blocks human Rad51 in homologous recombination; inhibition, % at 10 µM; 200,000 tested, 0.085% active; hRad51 DNA strand exchange, fluorescence dequenching; Q06609;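 active = inhibition above 40% at the single screening dose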;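 note: 0% = DMSO control wells and 100% = blanks with heterologous ssDNA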
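Assay system: Human Rad51 nucleoprotein filaments preassembled on unlabelled ssDNA | Reagent: Donor/quencher-labelled 47-bp dsDNA substrate | Doses: One concentration, 10 µM final | Times: 37 °C 15-min filament assembly, 30-min compound preincubation, 15-min exchange | Technique: Fluorescein emission 520 nm, excitation 485 nm | Benchmarks: Plate control and blank wells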
MDM2 E3 inh: blocks human Mdm2 ubiquitin ligase activity. 210,000 tested, 0.11% active. signal enhancement, % at 5 µM. cell-based MDM2 ubiquitination luciferase reporter, 2 h; 0 = plate control, 100 = twice control, blank-subtracted. Q00987;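 active = signal enhancement of 30% or more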;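 note: luminescence tracks abundance of the self-degrading MDM2-luciferase fusion protein; higher signal means inhibition of MDM2 E3 ligase activity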
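system = mammalian cells stably expressing self-ubiquitinating, self-degrading MDM2 E3–luciferase fusion | quantity = 2000 cells per well seeded | incubation = 4 h cell settling then 2 h compound exposure, 37 °C | signal = SteadyLite luminescence, 15 min reagent step | benchmarks = plate control and blank wells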
EBV gp42 block: inhibitors of Epstein-Barr virus glycoprotein 42; Fluorescence polarization binding assay, mP read-out; inhibition, % (tested at 21.74 µM); 220,000 tested, 0.42% active; AID 1085; in the data active = inhibition above about 50%
PERK inhibitor: human PERK inhibition, primary cell-based screen; Q9NZJ5; CHO PERK-DD fusion, SEAP luminescence translation reporter; inhibition, % at 5.6 µM; 220,000 tested, 0.17% active; AID 1416;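 active = inhibition above the mean inhibition of all tested compounds plus 3 SD, set separately per screening campaign, cut at about 2.9% in these data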;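 note: PERK kinase domain activated by AP20187 dimerizer at 100 nM; 0% = DMSO with dimerizer and 100% = rapamycin at 8.4 µM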
TNF necrop inh: inhibitors of TNF-alpha induced necroptosis in Jurkat FADD-/- cells | Jurkat FADD-/- TNF necroptosis rescue, ATP luminescence, 24 h; 0 = TNF only, 100 = no-TNF cells | activation (protection from cell death), % at 10 µM | 220,000 tested, 0.068% active | AID 463075;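 active = activation, meaning protection from cell death, of at least 50% relative to plate controls; inactive = activation below 50%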;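 note: necroptosis triggered by 40 ng/mL TNF-alpha added together with compound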
zVAD death inh: L929 zVAD cell death inhibition; L929 zVAD necroptosis rescue, ATP luminescence, 24 h; with zVAD 60 µM; viability rescue, % at 10 µM; 220,000 tested, 0.38% active; AID 1377;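 active = activation, scaled between plate controls, above about 75%, limit read from the data; inactive = activation under that limit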;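 note: 0% = zVAD with DMSO and 100% = DMSO alone without zVAD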
KCC2 mod: modulates chloride dependent transport by human KCC2; Q9H2X9; KCC2 cells, thallium flux FluoZin-2 fluorescence; B-score of Tl+ flux slope (higher = more flux/activation; lower = inhibition) at 10 µM; 190,000 tested, 2.2% active;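 active = thallium flux slope and its plate-corrected score both differing from the plate sample mean at a set confidence after two filtering rounds, in either direction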;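 note: slope of fluorescence scaled to starting intensity during 10 to 20 s after thallium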
Target sequence (Q9H2X9 whole entry, looked up): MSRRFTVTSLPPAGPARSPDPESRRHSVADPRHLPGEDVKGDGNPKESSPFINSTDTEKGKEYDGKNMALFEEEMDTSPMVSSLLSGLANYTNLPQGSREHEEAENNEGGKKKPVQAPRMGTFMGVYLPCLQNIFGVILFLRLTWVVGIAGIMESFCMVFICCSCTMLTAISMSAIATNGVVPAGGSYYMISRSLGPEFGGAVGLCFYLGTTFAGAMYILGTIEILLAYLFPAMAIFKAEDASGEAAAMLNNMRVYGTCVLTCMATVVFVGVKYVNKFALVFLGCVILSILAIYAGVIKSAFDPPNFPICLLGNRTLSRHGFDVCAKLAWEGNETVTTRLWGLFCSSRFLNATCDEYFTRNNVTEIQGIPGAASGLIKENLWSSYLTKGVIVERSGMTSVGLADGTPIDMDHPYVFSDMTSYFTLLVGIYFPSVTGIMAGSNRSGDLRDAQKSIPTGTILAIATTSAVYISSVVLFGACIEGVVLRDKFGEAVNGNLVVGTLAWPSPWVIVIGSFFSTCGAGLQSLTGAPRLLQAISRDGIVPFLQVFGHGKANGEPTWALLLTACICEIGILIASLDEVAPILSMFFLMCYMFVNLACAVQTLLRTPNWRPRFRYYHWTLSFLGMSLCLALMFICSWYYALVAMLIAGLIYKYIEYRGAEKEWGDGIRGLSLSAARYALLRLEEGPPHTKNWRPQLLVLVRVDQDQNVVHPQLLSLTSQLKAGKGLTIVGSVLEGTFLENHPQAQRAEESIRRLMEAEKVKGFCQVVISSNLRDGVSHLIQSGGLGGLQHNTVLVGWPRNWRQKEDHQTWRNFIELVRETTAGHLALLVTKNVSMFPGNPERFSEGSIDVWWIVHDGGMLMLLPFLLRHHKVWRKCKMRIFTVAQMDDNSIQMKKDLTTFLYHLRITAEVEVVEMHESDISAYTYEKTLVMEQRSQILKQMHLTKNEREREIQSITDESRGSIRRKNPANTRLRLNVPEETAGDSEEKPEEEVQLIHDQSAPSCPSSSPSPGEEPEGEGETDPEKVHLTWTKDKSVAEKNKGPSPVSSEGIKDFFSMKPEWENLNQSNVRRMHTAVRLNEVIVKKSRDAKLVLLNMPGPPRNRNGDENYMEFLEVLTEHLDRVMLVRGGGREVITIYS
m-calpain inh: calpain II (pig) inhibition; purified calpain II, fluorogenic peptide substrate, 30 min; inhibition, % at 16 µM; 220,000 tested, 0.37% active; AID 1236;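 active = inhibition above about 50%, limit read from the data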
eIF4E 4G PPI: eIF4E/eIF4G interaction inhibition in translation initiation | inhibition, % at 21.7 µM | P63073+Q04637 | TR-FRET eIF4E-eIF4GI(517-606) binding, 2 h | 220,000 tested, 0.37% active;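 active = inhibition above about 30%, limit read from the data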;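 note: 0% = full FRET control wells and 100% = background wells lacking eIF4GI fragment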
* = called active by the depositor; [ ] = dose if it differs, or a comment.

`CNC(=S)N(Cc1ccc(OC)cc1)Cc1cc2cc(C)ccc2[nH]c1=O` gave Rad51 HR inh 17, MDM2 E3 inh 1, EBV gp42 block 10, PERK inhibitor -0.2, TNF necrop inh 0.9, zVAD death inh 11, KCC2 mod -0.48, m-calpain inh -28 and eIF4E 4G PPI -4.
For O=C(NNC(=O)c1ccccc1Br)c1ccc(Cl)cc1 the results were Rad51 HR inh 6, MDM2 E3 inh -6, EBV gp42 block -20, PERK inhibitor 2.0, TNF necrop inh -0.8, zVAD death inh -0.1, KCC2 mod -0.015, m-calpain inh -38 and eIF4E 4G PPI 11.
Screening NC(=O)CSc1ccc(-c2ccc(F)cc2)nn1 returned Rad51 HR inh -5, MDM2 E3 inh -3, EBV gp42 block -5, PERK inhibitor 1.1, TNF necrop inh 0.3, zVAD death inh 1.4, KCC2 mod -0.92, m-calpain inh -5 and eIF4E 4G PPI -2.
COC(=O)c1ccc(-c2ccc(/C=N/N3C(=O)C4C5C=CC(C6CC56)C4C3=O)o2)cc1 (stereo unspecified) was read as Rad51 HR inh -14, MDM2 E3 inh -4, EBV gp42 block -38, PERK inhibitor -0.6, TNF necrop inh 1.7, zVAD death inh 29, KCC2 mod 0.031, m-calpain inh -43 and eIF4E 4G PPI 3.
`CC1CN(C(=O)c2cc3cc([N+](=O)[O-])ccc3s2)CC(C)O1` (stereo unspecified) gave Rad51 HR inh -12, MDM2 E3 inh -13, EBV gp42 block -13, PERK inhibitor -0.1, TNF necrop inh 1.6, zVAD death inh 0.8, KCC2 mod -0.55, m-calpain inh -1 and eIF4E 4G PPI 3.
O=C(Nc1ncc(Cc2ccccc2Cl)s1)C1=NCCN1 was read as Rad51 HR inh -3, MDM2 E3 inh -9, EBV gp42 block -6, PERK inhibitor -0.2, TNF necrop inh -0.8, zVAD death inh -0.4, KCC2 mod 0.39, m-calpain inh 22 and eIF4E 4G PPI -1[fluorescence artefact?].
Screening O=C1c2ccccc2C(Nc2cccc(C(F)(F)F)c2)N1Cc1ccco1 (stereo unspecified) returned Rad51 HR inh 4, MDM2 E3 inh -17, EBV gp42 block -17, PERK inhibitor -0.1, TNF necrop inh -4.9, zVAD death inh -0.4, KCC2 mod -0.74, m-calpain inh -32 and eIF4E 4G PPI -4.
For COc1cc(S(N)(=O)=O)c(OC)cc1N the results were Rad51 HR inh 11, MDM2 E3 inh -12, EBV gp42 block -1, PERK inhibitor 1.8, TNF necrop inh 0.3, zVAD death inh 0.5, KCC2 mod 0.017, m-calpain inh 1 and eIF4E 4G PPI 1.
For COc1ccc(C(c2nnnn2Cc2cccs2)N2CCN(c3ccc(F)cc3)CC2)cc1OC (stereo unspecified) the results were MDM2 E3 inh -32, EBV gp42 block -13, PERK inhibitor -0.4, TNF necrop inh 1.5, zVAD death inh -0.3, KCC2 mod -1.6, m-calpain inh -26 and eIF4E 4G PPI -7.
For O=C1CC(N2CCN(c3ccccc3)CC2)C(=O)N1c1ccc2c(c1)OCCO2 (stereo unspecified) the results were Rad51 HR inh -4, MDM2 E3 inh -9, EBV gp42 block -22, PERK inhibitor 1.3, TNF necrop inh -1.0, zVAD death inh 0.5, KCC2 mod 2.1, m-calpain inh -22 and eIF4E 4G PPI 0[fluorescence artefact?].
Cc1cnn(Cc2ccccc2)c1N was read as Rad51 HR inh 9, MDM2 E3 inh -10, EBV gp42 block -2, PERK inhibitor 0.2, TNF necrop inh 6.0, zVAD death inh 2.4, m-calpain inh 15 and eIF4E 4G PPI -8[fluorescence artefact?].
`CC1(C)CN=C(N2CCN(c3ncnc4sc5c(c34)CCCC5)CC2)S1` gave Rad51 HR inh 6, MDM2 E3 inh -10, EBV gp42 block 0, PERK inhibitor -0.4, TNF necrop inh 0.2, zVAD death inh 0.1, KCC2 mod -1.3, m-calpain inh -6 and eIF4E 4G PPI -24[fluorescence artefact?].
Screening CCOC(=O)N1CCC(N2C(=O)c3ccccc3C2Nc2ccc(S(=O)(=O)N3CCOCC3)cc2)CC1 (stereo unspecified) returned MDM2 E3 inh -17, EBV gp42 block 1, PERK inhibitor 0.8, TNF necrop inh 0.1, zVAD death inh -0.3, KCC2 mod -0.72, m-calpain inh 18 and eIF4E 4G PPI 8.
For CCOC(=O)C1=C(N)Oc2cc(C)[nH]c(=O)c2C1c1ccncc1 (stereo unspecified) the results were Rad51 HR inh -10, MDM2 E3 inh -2, EBV gp42 block -3, PERK inhibitor 0.0, TNF necrop inh -0.2, zVAD death inh 0.2, KCC2 mod 0.38, m-calpain inh -24 and eIF4E 4G PPI -6[fluorescence artefact?].
Screening CCOC(=O)Cc1c(Sc2ccccc2)c2ccccc2n1C returned Rad51 HR inh 4, MDM2 E3 inh -11, EBV gp42 block -1, PERK inhibitor 0.1, TNF necrop inh 0.8, zVAD death inh 0.4, KCC2 mod 1.4, m-calpain inh 12 and eIF4E 4G PPI 1[fluorescence artefact?].
Screening Cn1c2ccc(F)cc2c2ncn(CCCN(CCO)CCO)c(=O)c21 returned Rad51 HR inh -4, MDM2 E3 inh -7, EBV gp42 block -11, PERK inhibitor 0.5, TNF necrop inh 2.2, zVAD death inh 0.3, KCC2 mod -0.46, m-calpain inh -96 and eIF4E 4G PPI 7[fluorescence artefact?].
Screening C/C(CCc1ccc2c(c1)OCO2)=N\NC(=O)c1ccccc1Cl returned MDM2 E3 inh -7, EBV gp42 block 5, PERK inhibitor 0.6, TNF necrop inh 1.4, KCC2 mod 0.042, m-calpain inh -7 and eIF4E 4G PPI 1.
Screening Cc1sc2nc(COC(=O)c3ccc(N4CCCC4)c([N+](=O)[O-])c3)[nH]c(=O)c2c1C returned Rad51 HR inh -32, MDM2 E3 inh -14, EBV gp42 block 7, PERK inhibitor 0.7, TNF necrop inh 1.7, zVAD death inh 2.2, KCC2 mod 0.27, m-calpain inh -3 and eIF4E 4G PPI 1.
For CC(NC(=S)Nc1ccc(OC(F)F)cc1OC(F)F)C(C)(C)C (stereo unspecified) the results were Rad51 HR inh 25, MDM2 E3 inh 4, EBV gp42 block -2, PERK inhibitor -0.1, TNF necrop inh -0.5, zVAD death inh -0.1, KCC2 mod 0.074, m-calpain inh 15 and eIF4E 4G PPI 16[fluorescence artefact?].
`CCCOc1ccc(/C=C/C(=O)Nc2ccc([N+](=O)[O-])cc2)cc1` gave MDM2 E3 inh -14, EBV gp42 block 1, PERK inhibitor 2.2, TNF necrop inh -20, zVAD death inh 1.0, m-calpain inh 22 and eIF4E 4G PPI -2.
Cn1nc(OCC(N)=O)ccc1=O was read as Rad51 HR inh 4, MDM2 E3 inh -9, EBV gp42 block -16, PERK inhibitor 0.4, TNF necrop inh -2.4, zVAD death inh 0.8, KCC2 mod 0.39, m-calpain inh -7 and eIF4E 4G PPI 6[fluorescence artefact?].
`O=C(Nc1cccc(Cl)c1N1CCOCC1)c1cccnc1Cl` gave MDM2 E3 inh -4, EBV gp42 block 1, PERK inhibitor 0.4, TNF necrop inh 1.6, zVAD death inh 0.0, KCC2 mod 0.7, m-calpain inh -22 and eIF4E 4G PPI -6.
For COC(=O)C1C(=O)CC(C)(O)C(C(=O)OC)C1/C=C/c1ccccc1 (stereo unspecified) the results were Rad51 HR inh 0, MDM2 E3 inh -4, EBV gp42 block -21, PERK inhibitor 0.4, TNF necrop inh 0.6, zVAD death inh 1.2, m-calpain inh -32 and eIF4E 4G PPI 1[fluorescence artefact?].
Cc1csc(Sc2ccc(S(=O)(=O)N3CCCC3)cn2)n1 was read as Rad51 HR inh 9, MDM2 E3 inh -17, EBV gp42 block -2, PERK inhibitor 0.2, TNF necrop inh 0.9, zVAD death inh 0.9, m-calpain inh 8 and eIF4E 4G PPI 1.
Nc1ncnc2nc(SCc3ccc(Cl)cc3Cl)[nH]c12 was read as MDM2 E3 inh -5, EBV gp42 block -3, PERK inhibitor 0.6, TNF necrop inh -5.0, zVAD death inh 0.7, KCC2 mod -2.2, m-calpain inh 24 and eIF4E 4G PPI 1.
For N#C/C(=C(/O)COC(=O)c1ccc(Cl)c(S(=O)(=O)N2CCOCC2)c1)c1nc2ccccc2[nH]1 the results were Rad51 HR inh -6, MDM2 E3 inh -10, EBV gp42 block -43, PERK inhibitor 0.0, TNF necrop inh 4.3, zVAD death inh 16, KCC2 mod -3.1, m-calpain inh -86 and eIF4E 4G PPI 0[fluorescence artefact?].
Nc1nc(SCc2ccccc2Cl)ns1 was read as Rad51 HR inh -11, MDM2 E3 inh 3, EBV gp42 block -6, PERK inhibitor 1.0, TNF necrop inh -3.8, zVAD death inh -0.8, KCC2 mod -0.8, m-calpain inh -22 and eIF4E 4G PPI -3[fluorescence artefact?].
`COc1ccc(-c2cc(CNC(C)=O)on2)cc1` gave Rad51 HR inh -1, MDM2 E3 inh -4, EBV gp42 block -13, PERK inhibitor -0.5, TNF necrop inh -3.6, zVAD death inh -0.3, KCC2 mod -0.099, m-calpain inh 10 and eIF4E 4G PPI -5.
For Cc1ccc(S(=O)(=O)NCCNC(=O)C2CCCNC2=O)cc1 (stereo unspecified) the results were Rad51 HR inh -6, MDM2 E3 inh -2, EBV gp42 block -8, PERK inhibitor -0.1, TNF necrop inh -0.1, zVAD death inh 0.1, KCC2 mod 0.25 and m-calpain inh 3.
`O=C(CNc1ccccc1)N/N=C/c1ccc2c(c1)OCO2` gave EBV gp42 block -7, PERK inhibitor 0.7, TNF necrop inh 1.0, zVAD death inh 0.2, KCC2 mod 0.49, m-calpain inh 25 and eIF4E 4G PPI -1.
`S=C(Nc1ccccc1Cl)N(Cc1ccccc1)Cc1ccccn1` gave Rad51 HR inh 12, MDM2 E3 inh -8, EBV gp42 block -2, PERK inhibitor 0.1, TNF necrop inh -0.9, zVAD death inh 0.6, KCC2 mod -0.35, m-calpain inh 21 and eIF4E 4G PPI -1.
`CCOc1ccc(-n2nc3c(-n4ncc(C#N)c4N)nnc(C)c3c2C)cc1` gave PERK inhibitor -0.7, TNF necrop inh -2.6, zVAD death inh 0.6 and KCC2 mod -0.61.
For CCc1ccc(/C=C2\SC(N3CCCC3)=NC2=O)cc1 the results were Rad51 HR inh -20, MDM2 E3 inh -17, EBV gp42 block 7, PERK inhibitor 0.0, TNF necrop inh -1.5, zVAD death inh -0.5, KCC2 mod -2.2, m-calpain inh 30 and eIF4E 4G PPI 0.
`O=c1cc(N2CCCCC2)c(-c2ccccc2)nn1Cc1cccc(F)c1` gave Rad51 HR inh -13, MDM2 E3 inh -22, EBV gp42 block 8, PERK inhibitor 0.1, TNF necrop inh -0.8, zVAD death inh 1.6, KCC2 mod 0.023, m-calpain inh 56* and eIF4E 4G PPI 1.
O=C(CCCn1c(SCC(=O)c2ccc(F)cc2)nc2ccccc2c1=O)NCc1ccco1 was read as Rad51 HR inh -1, MDM2 E3 inh -10, EBV gp42 block -11, PERK inhibitor 0.7, TNF necrop inh 0.9, zVAD death inh -0.1, KCC2 mod -0.34, m-calpain inh 3 and eIF4E 4G PPI -32.

Looked up by structure from above, two records:
For N#C/C(=C(/O)COC(=O)c1ccc(Cl)c(S(=O)(=O)N2CCOCC2)c1)c1nc2ccccc2[nH]1 the results were Rad51 HR inh -6, MDM2 E3 inh -10, EBV gp42 block -43, PERK inhibitor 0.0, TNF necrop inh 4.3, zVAD death inh 16, KCC2 mod -3.1, m-calpain inh -86 and eIF4E 4G PPI 0[fluorescence artefact?].
`CCOc1ccc(-n2nc3c(-n4ncc(C#N)c4N)nnc(C)c3c2C)cc1` gave PERK inhibitor -0.7, TNF necrop inh -2.6, zVAD death inh 0.6 and KCC2 mod -0.61.

Screening results deposited in PubChem by several laboratories.
